TGFb SMAD3 inh: inhibitors of TGF-b signaling. HepG2 CAGA-GFP TGF-b/SMAD3 reporter, GFP fluorescence, 18 h; TGF-beta stimulated, 500 pg/mL final. Potency, µM (top dose mostly 46.1 µM), inactives show top-dose activity, negative = inhibition, most hits filed as inhibitors. 1.2% of 410,000 active; note: potency is the fitted concentration of half-maximal effect; % is set by controls: 0 for no effect and ±100 for the full control effect; nearly all actives have a fitted effect of over 65% in size
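Read-out: total well GFP (ex488/em500-530) summed from mean per-cell fluorescence. Cells: HEPG2 CAGA-GFP, 1% FBS DMEM, 18 h at 37 degrees C with 500 pg/mL final TGF-beta. Unstimulated wells served as the full-inhibition control; stimulated DMSO wells = 0%.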
ATXN2 expr inh: reduces ATXN2 reporter expression in HEK-293 cells. HEK-293 ATXN2-luciferase reporter, luminescence, 24 h. Potency, µM (doses to about 57 µM), for the others: top-dose activity change, negative = inhibition, usual class: inhibitors. 0.72% of 360,000 active; note: potency is the fitted concentration of half-maximal effect; % is set by controls: 0 for no effect and ±100 for the full control effect; nearly all actives have a fitted effect of over 55% in size
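ATXN2-luciferase reporter cells (luciferase flanked by upstream and downstream ATXN2 gene portions) were treated 24 h at 37 °C with compounds at up to 57 uM. SteadyGlo luminescence gave expression; GF-AFC fluorescence gave viability.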
HepG2 viability: HepG2 cytotoxicity, counter-screen for TGF-b inhibitors | HepG2 CAGA-GFP viability, ATP luminescence, 18 h | Potency, µM (titrated, usually from 46.1 µM), without a hit: top-dose activity change, negative = cytotoxicity, actives largely listed as cytotoxic | 0.76% of 410,000 active; note: potency is the fitted concentration of half-maximal effect; some results filed as inactive show a strong effect at the top dose
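CellTiter-Glo luminescence gave cytotoxicity after 18 hours at 37 degrees C. The cells were HepG2 CAGA-GFP in 1% FBS DMEM, stimulated with 500 pg/mL TGF-beta after compound addition. %Activity was normalised to no-cell wells (complete cell-killing) and DMSO (no toxicity), and curves were fitted and classified.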
EPAC2 agonist: activates human EPAC2 exchange factor; EPAC2 activation, biochemical qHTS; response scale: 100% = 6.5 mM cAMP response; 0.079% of 360,000 active; Potency, µM (highest dose often 154 µM), inactives show top-dose activation, usual class: activators; note: potency is the fitted concentration of half-maximal effect; nearly all actives have a fitted effect of over 50% in size
Target sequence (Q8WZA2 whole entry, looked up): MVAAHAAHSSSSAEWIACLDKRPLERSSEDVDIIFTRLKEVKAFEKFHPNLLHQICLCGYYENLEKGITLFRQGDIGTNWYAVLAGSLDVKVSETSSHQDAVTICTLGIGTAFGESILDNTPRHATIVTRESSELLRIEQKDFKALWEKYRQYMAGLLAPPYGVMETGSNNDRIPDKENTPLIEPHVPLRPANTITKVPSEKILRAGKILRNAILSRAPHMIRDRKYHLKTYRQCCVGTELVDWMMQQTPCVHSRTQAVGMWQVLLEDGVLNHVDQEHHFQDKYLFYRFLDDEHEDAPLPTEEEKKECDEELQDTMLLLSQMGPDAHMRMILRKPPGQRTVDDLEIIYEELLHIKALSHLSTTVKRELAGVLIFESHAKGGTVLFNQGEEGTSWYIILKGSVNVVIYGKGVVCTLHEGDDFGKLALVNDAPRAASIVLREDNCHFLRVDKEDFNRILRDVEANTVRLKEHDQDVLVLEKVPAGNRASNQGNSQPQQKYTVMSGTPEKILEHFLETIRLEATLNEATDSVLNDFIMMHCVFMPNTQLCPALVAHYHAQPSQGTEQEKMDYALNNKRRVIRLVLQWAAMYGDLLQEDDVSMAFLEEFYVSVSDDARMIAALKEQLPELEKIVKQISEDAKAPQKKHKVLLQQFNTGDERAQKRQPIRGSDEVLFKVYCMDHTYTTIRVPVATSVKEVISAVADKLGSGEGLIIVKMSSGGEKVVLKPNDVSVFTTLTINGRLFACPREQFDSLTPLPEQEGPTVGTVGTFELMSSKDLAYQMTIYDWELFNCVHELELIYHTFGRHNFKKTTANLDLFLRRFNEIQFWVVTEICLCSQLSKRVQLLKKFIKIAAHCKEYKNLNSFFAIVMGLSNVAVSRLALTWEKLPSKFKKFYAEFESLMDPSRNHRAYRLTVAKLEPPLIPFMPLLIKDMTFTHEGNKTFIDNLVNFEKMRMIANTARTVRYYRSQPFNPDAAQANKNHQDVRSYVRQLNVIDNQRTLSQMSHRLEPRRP
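EPAC2 (100 nM) mixed with Rap1B loaded with BODIPY-GDP (250 nM) plus 50 uM unlabeled GDP; compounds pinned in, 5 min RT, then read every 5 min for 30 min (ex 480, em 540 nm). Normalized to cAMP control.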
Nrf2 block: blocks Nrf2 signaling | Potency, µM (titrated, usually from 46 µM), without a hit: at the highest dose activity change, negative = inhibition, most hits filed as inhibitors | A549 ARE-Fluc reporter, luciferase luminescence, 18-24 h | 2.1% of 360,000 active; note: potency is the fitted concentration of half-maximal effect; % is set by controls: 0 for no effect and ±100 for the full control effect; nearly all actives have a fitted effect of over 60% in size
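Two sequential reads on A549 ARE_Fluc cells exposed to compound for 18-24 h: a CellTiter-Fluor fluorescence read for viability, then a luciferase luminescence read for Nrf2/ARE activity.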
ATXN viability: viability counter-screen for ATXN expression inhibitors; S2 cells (HEK-293 line with an ATXN2-luciferase reporter) viability, CellTiter-Fluor protease fluorescence, 24 h; Potency, µM (doses to about 56.7 µM), actives largely listed as cytotoxic; 0.49% of 400,000 active; note: potency is the fitted concentration of half-maximal effect; nearly all actives have a fitted effect of over 40% in size
Nrf2 activator: activators of Nrf2 (ARE) signaling | 0.31% of 410,000 active | AREc32 ARE-luciferase reporter (MCF7-derived line), luminescence, 24 h | Potency, µM (top dose mostly 46.1 µM), for the others: at the top dose activation, actives largely listed as activators; note: potency is the fitted concentration of half-maximal effect; % of control where 0% means no effect; nearly all actives have a fitted effect of over 65% in size
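Luciferase luminescence (Steady-Glo, 30 min at room temperature) served as the read-out of ARE activation in AREc32 cells treated with compounds for 24 hr at 37 deg C.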
A549 viability: A549 cytotoxicity, counter-screen for Nrf2 inhibitors; Potency, µM (top dose mostly 46 µM), inactives show at the highest dose activity change, negative = cytotoxicity, actives largely listed as inhibitors; 0.16% of 390,000 active; A549 ARE-Fluc cells, CellTiter-Fluor viability, 18-24 h; note: potency is the fitted concentration of half-maximal effect; % is set by controls: 0 for no effect and ±100 for the full control effect
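A549 ARE-Fluc cells in 5% FBS OPTI-MEM, 5000 cells/well, rested 2 h then exposed to compounds in concentration-response for 18-24 h at 37 °C. Viability by CellTiter-Fluor fluorescence (Ex 405/Em 525) after 30 min; luciferase luminescence (BugLite, 15 min, RT) read afterwards.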
IL2 activator: IL-2 activation; IL-2 activation reporter assay, cell-based qHTS; stimulated with anti-CD3/CD4/CD28 beads; in transgenic mouse T cells; activation, % (series mostly up to about 46 µM); 0.065% of 360,000 active; in the data active = activation above about 50%; inconclusive = mostly about 30% to 49%; note: 0% is about no effect
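Readout: EGFP and DsRed signals by fluorescent plate cytometry. Unstimulated transgenic mouse T cells received compound 60 min before antibody-bead stimulation, then incubated 18 h at 37 degrees C.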
Starred values were filed as active, the others as inactive; i = inactive; ? = inconclusive; / = no result given; & = joins results of further samples; [ ] = dose if it differs, or a comment. Unless noted, calls come from the whole dose curve; as a rule, active = well fitted curve in the direction sought with a large enough effect; inconclusive = small, poorly fitted or top-dose-only effect, or another doubt; inactive = no such curve, though single readings can be large; an effect the other way counts as inactive or inconclusive. Outcome played no part in choosing rows; any-hit rate near 4.3%.

structure,TGFb SMAD3 inh,ATXN2 expr inh,HepG2 viability,EPAC2 agonist,Nrf2 block,ATXN viability,Nrf2 activator,A549 viability,IL2 activator
COc1ccc(CN=C(Nc2ccccc2)SC2CC(=O)NC2=O)cc1 (stereo not drawn),-10%,/,-25%,10%,-9%,/,1.7%,6%,2.6
COC(=O)C1=C(C)N(Cc2ccccc2)C(=NCc2ccc(OC)cc2)N[C@H]1c1ccccc1,?,?,-84%,4%,19%,?,-3.5%,4%,-0.6
CCOC(=O)c1csc(NC(=O)C2=COCCO2)n1,-2%,5%,6%,-6%,?,i,-0.9%,0%,-3.0
O=C(Nc1ccccc1Cl)c1cc[n+]([O-])cc1,5%,25%,-2%,7%,16%,i,0.1%,4%,0.3
Cc1cccc(NC(=O)C2CCN(S(=O)(=O)c3cccc4nonc34)CC2)c1,5%,-11%,-23%,-2%,-27%,i,-0.1%,-2%,0.5
CCC(CC)C(=O)N1CCN(c2cccc(C)c2C)CC1,?,-23%,-26%,8%,-3%,i,-0.3%,4%,-2.1
CCC(c1nnnn1CCc1ccccc1)N(Cc1ccco1)Cc1cc2c(C)ccc(C)c2[nH]c1=O (stereo not drawn),?,?,-6%,-5%,18µM*,i,4.0%,?,-0.4
CCc1nnc2c(NCc3ccccc3)nc3ccccc3n12,-18%,13%,-1%,/,2%,i,1.3%,2%,/
Cc1ccc(NC(=S)NCC23C=CC(O2)C2C(=O)N(c4ccc(C)cc4)C(=O)C23)cc1 (stereo not drawn),?,7%,-23%,8%,0%,i,3.7%,-3%,-4.8
Cc1cc(C)cc(NC(=O)C(Nc2ccccc2)c2ccccc2)c1 (stereo not drawn),-29%,10%,-19%,11%,?,i,0.5%,-12%,-2.6
CCOC(=O)c1c(NC(=O)C(C)Sc2c[nH]c3ccccc23)sc2c1CCC2 (stereo not drawn),?,-20%,25µM*,12%,?,/,2.3%,-2%,-3.1
O=C(O)C1C2C=CC(C2)C1C(=O)NCCCc1ccccc1 (stereo not drawn),3%,-6%,-1%,-5%,-1%,i,-0.4%,7%,-0.4
COc1ccc(/C=N/NC(=O)C(=O)N2CCN(c3ccccc3OC)CC2)cc1,7%,4%,-2%,1%,22%,i,-0.3%,0%[1.84 µM],-1.8
CCOc1ccc(CCN2C(=S)N([C@@H](Cc3ccc(O)cc3)CN3CCC[C@@H]3CN3C(=S)NC[C@@H]3CC(C)C)C[C@@H]2Cc2ccc(O)cc2)cc1,4.5µM*,?,-40%,5%,/,7.1µM*,-1.2%,/,-0.9
O=S(=O)(c1ccc2ccccc2c1)N1CCCCC1,-2%,2%,-6%,3%,/,i,-0.9%,-1%,-4.0

Only IL2 activator, ATXN viability and A549 viability, for some of the entries so far:
mol | IL2 activator | ATXN viability | A549 viability
CCOC(=O)c1csc(NC(=O)C2=COCCO2)n1 | -3.0 | i | 0%
O=C(Nc1ccccc1Cl)c1cc[n+]([O-])cc1 | 0.3 | i | 4%
Cc1cccc(NC(=O)C2CCN(S(=O)(=O)c3cccc4nonc34)CC2)c1 | 0.5 | i | -2%
CCC(CC)C(=O)N1CCN(c2cccc(C)c2C)CC1 | -2.1 | i | 4%

Further structures follow.
structure,TGFb SMAD3 inh,ATXN2 expr inh,HepG2 viability,EPAC2 agonist,Nrf2 block,ATXN viability,Nrf2 activator,A549 viability,IL2 activator
CS(=O)(=O)N1N=C(c2ccccc2)CC1c1ccc2nccnc2c1 (stereo not drawn),3%,12%,10%,6%,16%,i,7.7%,0%,1.2
Cc1ccc(C(=O)COC(=O)c2cc(C)no2)c(C)c1,6%,-11%,0%,10%,-4%,i,-0.5%,0%,-0.4
CCN1CCN(C(=O)c2cc3cc(F)ccc3[nH]2)CC1,0%,-16%,-14%,13%,0%,i,2.7%,-7%,-5.1
O=C(C1=C[C@@H](c2ccccc2)C[C@@H](OCCCCO)O1)N1CCOCC1,-21%,1%,-30%,7%,-1%,i,-0.1%,-6%,-0.6
Clc1cccc(Cl)c1OCCOCCNCc1ccccc1,-27%,/,-41%,-2%,3%,i,0.2%,-3%,-0.5
COc1ccccc1N1CCN(S(=O)(=O)c2ccc(-n3cnnn3)cc2)CC1,-11%&0%,/,-2%&-49%,5%,2%&16%,/,0.1%&0.2%,0%&7%,0.3
CCCCNC(=O)C1(c2ccc(OC)cc2)CCOCC1,-1%,-4%,-8%,1%,8%,i,0.1%,-2%,-0.7
CCCCN(CCCC)CCNC(=O)CN1C(=O)CSc2ccc(S(=O)(=O)N3CCOCC3)cc21,-3%&-9%,-2%,-20%&-26%,-3%,3%,i,-0.2%&-0.1%,-3%&-1%,-1.3
Cc1ccc(C(=O)OC(C(=O)Nc2ccc(Cl)cc2C(F)(F)F)c2ccccc2)cc1 (stereo not drawn),?,-18%,-63%,-6%,12%,i,0.8%,19%,0.3
O/N=C\c1ccc(-c2ccccc2)o1,8%,38%[activator],7%,-9%,?,i,2.1%,0%,0.3
CC1CCN(CCCNC(=O)CN2CCN(Cc3ccc(Cl)cc3)C2=O)CC1,-8%,10%,-17%,-2%,1%,i,-0.7%,1%,-0.8
COCCN1C(=O)N[C@@H](CCc2ccccc2)[C@H](C(C)=O)[C@H]1C,3%,8%,1%,7%,3%,i,-0.1%,1%,-0.2
COc1cccc(NC(=O)CN2C(=O)NC(C)(c3ccc(C)cc3)C2=O)c1 (stereo not drawn),-2%,5%,7%,7%,-27%,i,0.1%,-6%,3.1
Cc1cc(CNC(=O)Nc2ccc3c(c2)OCO3)nn1C,21%,40%[activator],-8%,13%,9%,i,0.7%,3%,1.9
Cn1c(SCC(=O)OC2CCCCC2)nnc1-c1ccc(S(=O)(=O)N2CCCC2)cc1,-22%,-23%,0%,-2%,10%,?,0.0%,-1%,-0.5

Entries above shown as hits in TGFb SMAD3 inh:
structure	TGFb SMAD3 inh	Nrf2 activator	IL2 activator
CCOc1ccc(CCN2C(=S)N([C@@H](Cc3ccc(O)cc3)CN3CCC[C@@H]3CN3C(=S)NC[C@@H]3CC(C)C)C[C@@H]2Cc2ccc(O)cc2)cc1	4.5µM*	-1.2%	-0.9

Already shown: 2 of the compounds above.
structure,TGFb SMAD3 inh,ATXN2 expr inh,HepG2 viability,EPAC2 agonist,Nrf2 block,ATXN viability,Nrf2 activator,A549 viability,IL2 activator
Cc1cc(CNC(=O)Nc2ccc3c(c2)OCO3)nn1C,21%,40%[activator],-8%,13%,9%,i,0.7%,3%,1.9
Cn1c(SCC(=O)OC2CCCCC2)nnc1-c1ccc(S(=O)(=O)N2CCCC2)cc1,-22%,-23%,0%,-2%,10%,?,0.0%,-1%,-0.5

The list goes on:
structure,TGFb SMAD3 inh,ATXN2 expr inh,HepG2 viability,EPAC2 agonist,Nrf2 block,ATXN viability,Nrf2 activator,A549 viability,IL2 activator
CCS(=O)(=O)c1ccc(-c2csc(-c3ccc(Cl)cc3)n2)c(Cl)c1Cl,-35%,4%,-1%,7%,/,i,?,-2%,0.3
CC(C)N(C(=O)c1sc2cc([N+](=O)[O-])ccc2c1Cl)C(C)C,-7%,-12%,-7%,2%,16%,i,2.3%,1%,-2.5
COc1cccc(/C=C/C(=O)Nc2ccc(N3CCOCC3)cc2)c1OC,-2%,14%,9%,5%,?,i,2.5%,1%,-0.4
O=C(Nc1ccccc1)c1cccnc1N1CCOCC1,1%,3%,-9%,10%,6%,i,-0.7%,3%,-2.7
O=[N+]([O-])c1cc([N+](=O)[O-])c2oc(-c3ccccc3)c(Br)c2c1O,?,?,-43%,-7%,-1%,i,2.4%,?,0.6
Cc1ccc(S(=O)(=O)NOCc2ccccc2)cc1,-3%,-6%,8%,7%,8%,i,0.4%,-5%,0.1
CCOc1ccc(NC(=O)CCNS(=O)(=O)c2cccc3nonc23)cc1,34%&-15%[activator],0%&11%,-5%&1%,10%,-9%,i,-0.3%&0.3%,-15%&2%,0.8
COc1ccc(C(=O)NCCc2ccc(Cl)cc2)cc1S(=O)(=O)N1CCCCC1C (stereo not drawn),?,/,-6%,17%,16µM*,i,-0.5%,-7%,-0.3
CC(=O)c1c(C)oc2ccc(NS(=O)(=O)c3ccc(C(=O)O)cc3)cc12,6%,1%,4%,10%,17%,i,0.1%,-18%,0.0
COc1ccccc1-c1ccc2nnc(SC)n2n1,23%,/,10%,7%,-9%,?,4.6%,-4%,-0.1
O=C(Nc1ccc(S(=O)(=O)Nc2nccs2)cc1)c1cc(-c2ccccn2)nc2ccccc12,-3%,-17%[11.3 µM],-24%,2%,-5%,i,-0.2%,1%,-1.2
COc1ccc(C(=O)NCCC2=CCCCC2)cc1[N+](=O)[O-],16%,-10%,3%,9%,?,i,0.2%,-3%,0.3
CCOc1ccc(OCC)c(NC(=O)c2cnc3c(-c4ccccc4)c(C)nn3c2C)c1,13%,/,6%,/,?,/,-0.7%,8%,/
COc1ccccc1C(=O)CC1(O)C(=O)N(CC(N)=O)c2ccccc21 (stereo not drawn),-1%,2%,2%,/,0%,i,-0.6%,0%,/
Cc1sc2nc(CSc3ccc([N+](=O)[O-])c(C(F)(F)F)c3)[nH]c(=O)c2c1C,-17%,-2%,-32%,15%,-5%,i,3.8%,8%,1.6
C[C@H]1CN([C@@H](C)CO)C(=O)CCCn2cc(nn2)CO[C@@H]1CN(C)C(=O)Nc1cccc(C(F)(F)F)c1,-4%,1%,-19%,6%,/,i,-0.7%,/,-1.7
O=C(Cc1cccc(NC(=O)C2CCN(S(=O)(=O)c3cccc([N+](=O)[O-])c3)CC2)c1)Nc1cccc(C(=O)N2CCOCC2)c1,-16%,0%,-6%,7%,-12%,i,0.2%,-2%,0.7

Screens as filed in PubChem.
